GPR55 antagonists: GPR55 antagonists blocking LPI-driven arrestin recruitment, primary screen, imaging, U2OS, beta-arrestin-GFP, LPI agonist (AID 2013); 0.13% of 290,000 active; U2OS GPR55 beta-arrestin-GFP translocation imaging, LPI antagonism; higher % means a stronger effect; inhibition, % at 10 µM; hits with a dose series show IC50 in µM;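 active means spots per cell inhibited over 60%, with over 100 cells counted and total cytoplasm intensity under 500,000; inconclusive means wells with under 100 cells, flagged as likely toxic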;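 further: U2OS cells stably carrying GPR55 and arrestin-GFP stimulated by 5 µM LPI near EC80; imaged beta-arrestin-GFP aggregate spots per cell after agonist stimulation; plate controls were LPI-stimulated DMSO wells for no effect and DMSO wells without LPI for full effect; some results filed as inactive read as strong as hits; confirmed hits need IC50 under 10 µM and bright autofluorescent wells are also inconclusive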
Myeloid diff MLP: myeloid differentiation induction | 1% of 360,000 active | ER-HoxA9 myeloid progenitors, lysozyme-GFP differentiation, flow cytometry | calls only at 10 µM;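 active means normalized GFP-positive differentiation at or above the plate's own cutoff, the solvent-only control mean plus 3 SD; inconclusive means no clear call, values can overlap the other calls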;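 further: cells exposed to compound for four days before flow analysis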
HIV peptide binding: cell-free HIV fusion peptide-binding blockers – biochemical, uHTS, fluorescence dequenching, primary screen (AID 1986); cell-free peptide binding, fluorescence dequenching, 30 min; higher % means a stronger effect; inhibition, % at 20 µM; hits with a dose series show IC50 in µM; 0.3% of 290,000 active; in the data active means inhibition mostly above about 52%, no sharp cut-off; inactive means mostly below about 76%; further: some results filed as inactive read as strong as hits
LYP inhibition: PTPN22 lymphoid phosphatase activity blockers – biochemical, fluorescence intensity, uHTS (AID 1779); recombinant LYP phosphatase, fluorescence intensity; higher % means a stronger effect; inhibition, % at 11.5 µM, or IC50 in µM where a hit was titrated; 0.054% of 290,000 active; in the data active means inhibition above about 50%;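 further: plate controls were vehicle with enzyme for no effect and no enzyme for full effect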
PhoP inhibition: PhoP-dependent GFP reporter repression – Salmonella Typhimurium, primary screen (AID 1863); S. Typhimurium PhoP-regulated promoter GFP reporter, 4 h; higher % means a stronger effect; inhibition, % at 50 µM, or IC50 in µM where a hit was titrated; 0.16% of 300,000 active;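 active means inhibition over 29.93%, a cutoff 3 SD above the screen mean, later confirmed by dose response; inconclusive means inhibition over 29.93% but no dose response follow-up; inactive means inhibition at most 29.93% or unconfirmed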;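 further: 0% = low Mg2+ inducing control and 100% = high Mg2+ repressing control; strong numbers were not always called active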
GPR35 antagonists: inhibition of zaprinast-stimulated GPR35 beta-arrestin translocation – imaging, U2OS, beta-arrestin-GFP, zaprinast agonist, primary screen (AID 2058) | one-dose inhibition, % at 10 µM; IC50 in µM for titrated hits | U2OS GPR35 beta-arrestin-GFP translocation imaging, zaprinast antagonism; higher % means a stronger effect | 0.052% of 290,000 active;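 active means inhibition of at least 50% with at least 30 cells and total cytoplasm GFP at most 10,000,000; inconclusive means under 30 cells or total GFP of 10,000,000 plus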
SIAH1 antagonists: blockers of Siah-1 interaction with plectin peptide – biochemical, fluorescence polarization, rhodamine-plectin, uHTS, primary screen (AID 1817) | Siah-1 / rhodamine-plectin peptide fluorescence polarization; higher % means a stronger effect | displacement, % at 20 µM; hits with a dose series show IC50 in µM | 0.02% of 290,000 active;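 active means displacement of at least 50% at 20 µM, with a fluorescence ratio check between 0.3 and a set limit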;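 further: plate controls were Siah plus tracer with DMSO for no effect and tracer alone without Siah for full effect; strong numbers were not always called active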
Rac1 GTP hydrolysis: MgcRacGAP GTPase-activating activity inhibitors, confirmation, biochemical, ADP Hunter fluorescence. 0.6% of 340,000 active. AID 624330. inhibition, % at 30 µM; hits with a dose series show IC50 in µM. MgcRacGAP-stimulated Rac1 GTP hydrolysis, ADP Hunter fluorescence; higher % means a stronger effect; GST-tagged Rac1 F28L mutant substrate;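 active means first-screen hits whose inhibition reached a set limit at any dose in the follow-up dose series; inconclusive means inhibition above the set first-screen limit but never retested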;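 further: fluorescence reports GDP produced by GAP-driven GTP hydrolysis; strong numbers were not always called active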
NTR1 ag: NTR1-driven beta-arrestin-GFP spot formation – imaging, U2OS cells, high content, primary screen (AID 493036) | 0.17% of 330,000 active | activation, % at 20 µM | agonist mode;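 active means activation at or above 40% of the spot to cytoplasm intensity ratio, with at least 20 cells analyzed; inconclusive means wells under 20 cells, flagged as cytotoxic or low count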;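 further: 0% = DMSO without peptide and 100% = 100 nM NTR1 peptide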
Target sequence (P30989 whole entry, looked up): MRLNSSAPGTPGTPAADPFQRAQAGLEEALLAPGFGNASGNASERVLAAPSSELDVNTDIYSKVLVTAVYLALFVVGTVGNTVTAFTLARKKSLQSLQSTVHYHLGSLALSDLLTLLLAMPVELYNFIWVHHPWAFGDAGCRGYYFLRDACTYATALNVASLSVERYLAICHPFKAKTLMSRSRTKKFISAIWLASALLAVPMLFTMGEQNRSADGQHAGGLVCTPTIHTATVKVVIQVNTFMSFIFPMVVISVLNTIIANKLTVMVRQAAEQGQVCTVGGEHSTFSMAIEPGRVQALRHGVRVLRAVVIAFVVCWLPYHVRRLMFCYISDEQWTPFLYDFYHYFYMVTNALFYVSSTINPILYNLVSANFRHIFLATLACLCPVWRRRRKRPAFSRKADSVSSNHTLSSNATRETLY
NTR1 ag cell count 20 µM: recorded beside NTR1 ag, whose call it bears; cell count; measured here: cell count, cytotoxicity flag
Myeloid diff MLP GFP+ MAC1+ %: also measured in Myeloid diff MLP; calls as there; GFP+ MAC1+ double positive, %; measured here: differentiation confirmed by MAC1 staining
* = called active by the depositor; i = inactive; ? = inconclusive; . = no result given; & = joins results of further samples.

SMILES	GPR55 antagonists	Myeloid diff MLP	Myeloid diff MLP GFP+ MAC1+ %	HIV peptide binding	LYP inhibition	PhoP inhibition	GPR35 antagonists	SIAH1 antagonists	Rac1 GTP hydrolysis	NTR1 ag	NTR1 ag cell count 20 µM
c1ccc(C2(Cn3ccc4ccccc43)OCCO2)cc1	-1%	i	1.0	0.3%	-3%	-9%	6%	2%	15%	-0.9	69
Cc1sc2nc(CN3CCCC3)nc(N3CCN(S(=O)(=O)c4cccs4)CC3)c2c1C	25%	i	0.7	0.5%	-3%	-9%	4%	4%	4%	1.8	85
COc1ccccc1-n1ccnc(SCC(=O)NCc2ccccc2)c1=O	.	i	1.1	.	.	-7%	.	.	7%	-0.4	60
COc1ccc(/C=C/c2c([N+](=O)[O-])c(=O)n(C)c(=O)n2C)cc1	2%	i	0.3	-0.9%	1%	-6%	-17%	-1%	1%	-0.7	54
Cc1ccc(C)c(N2CCN(C(=O)c3cccn4c(=O)c5sccc5nc34)CC2)c1	-8%	i	0.0	2.5%	-4%	-8%	4%	0%	16%	10	65
COc1ccccc1CNS(=O)(=O)c1cc2c3c(c1)C(C)C(=O)N3CCC2 (configuration not stated)	8%	i	0.3	-0.1%	-10%	-7%	-8%	1%	14%	-0.8	58
CC(C)CCN1CC(C(=O)NCCC2=CCCCC2)CC1=O (configuration not stated)	-4%	i	1.1	7.4%	1%	-8%	0%	0%	11%	1.3	46
CCc1ccc(-c2ccc(SCC(=O)Nc3nnc(C)s3)nn2)cc1	8%	i	0.4	0.2%	-6%	3%	-17%	2%	2%	3.0	63
COc1ccccc1N1CCN(C(=O)C2CCN(C(=O)c3cccc(Cl)c3)CC2)CC1	-5%	i	4.1	-1.7%	-6%	0%	-1%	-4%	8%	1.0	49
O=c1[nH]c2cc(Br)cnc2nc1/C=C(\O)c1ccc(F)cc1	7%	i	9.6	6.9%	6%	-8%	-9%	-3%	2%	9.0	50
Cc1ccc(C)c(NC(=O)CN(C)C(=O)c2sccc2C)c1	.	i	0.9	.	.	-7%	.	.	2%	1.1	58
COc1ccc(C2=NN(CN3C(=O)C(=O)c4ccccc43)C(c3ccc(C)cc3)C2)cc1 (configuration not stated)	10%	i	1.8	-2.5%	8%	2%	-2%	1%	0%	5.5	55
O=C1CC(c2ccsc2)c2ccc3ccccc3c2N1 (configuration not stated)	2%	i	0.1	-0.2%	-1%	13%	-4%	0%	3%	5.8	39
COc1cc(NC(=O)c2ccc3c(c2)OCO3)ccc1NC(=O)c1cccs1	12%	i	0.3	-1.3%	-2%	-7%	27%	-1%	4%	4.1	61
COC(=O)c1cc(OC(=O)c2ccc(=O)[nH]c2)cc(C(=O)OC)c1	9%	i	0.0	0.8%	-8%	0%	-23%	6%	4%	-0.7	46

An excerpt of these results, with values under each structure:
Results follow in this order: GPR55 antagonists, Myeloid diff MLP, Myeloid diff MLP GFP+ MAC1+ %, HIV peptide binding, LYP inhibition, PhoP inhibition, GPR35 antagonists, SIAH1 antagonists, Rac1 GTP hydrolysis, NTR1 ag, NTR1 ag cell count 20 µM
c1ccc(C2(Cn3ccc4ccccc43)OCCO2)cc1
    -1%, i, 1.0, 0.3%, -3%, -9%, 6%, 2%, 15%, -0.9, 69
Cc1sc2nc(CN3CCCC3)nc(N3CCN(S(=O)(=O)c4cccs4)CC3)c2c1C
    25%, i, 0.7, 0.5%, -3%, -9%, 4%, 4%, 4%, 1.8, 85
COc1ccccc1CNS(=O)(=O)c1cc2c3c(c1)C(C)C(=O)N3CCC2 (configuration not stated)
    8%, i, 0.3, -0.1%, -10%, -7%, -8%, 1%, 14%, -0.8, 58

Additional entries follow:
SMILES	GPR55 antagonists	Myeloid diff MLP	Myeloid diff MLP GFP+ MAC1+ %	HIV peptide binding	LYP inhibition	PhoP inhibition	GPR35 antagonists	SIAH1 antagonists	Rac1 GTP hydrolysis	NTR1 ag	NTR1 ag cell count 20 µM
COC(=O)c1ccc(C2/C(=C(/O)c3ccc4c(c3)CC(C)O4)C(=O)C(=O)N2CCN2CCOCC2)cc1 (configuration not stated)	-2%	?	.	1.2%	-1%	5%	6%	0%	9%	0.1	62
CN1CCN(C(=O)C2(NC(=O)NCc3ccccc3)CCCCC2)CC1	4%	i	0.3	1.0%	-7%	-4%	-2%	-8%	10%	1.1	42
O=S(=O)(NC1CCc2ccccc21)c1ccc(S(=O)(=O)N2CCCC2)cc1 (configuration not stated)	-3%	i	6.9	-0.4%	-2%	-4%	-15%	0%	-1%	2.3	55
COc1ccc(-c2cc(C(=O)Nc3ccc(OC)cc3OC)no2)cc1	1%	i	0.9	0.2%	-3%	0%	3%	4%	11%	-0.9	63
CC(C)CNC(=O)COC(=O)c1ccccc1OCC(=O)Nc1ccc(Br)cc1	12%	i	1.0	-1.0%	-6%	1%	1%	6%	2%	-0.6	34
COc1ccc(NC(=O)CCC2CCCCC2)cc1S(=O)(=O)N1CCCCC1	10%	i	0.7	0.6%	5%	7%	21%	-2%	3%	-0.8	32
O=C(CN1C(=O)COc2ccccc21)N(Cc1ccccc1)Cc1ccccn1	-1%	i	7.3	-1.3%	-16%	-6%	-4%	-2%	5%	0.9	59
CCN(CC)C(=O)CN1C(=O)C2CC=C(Cl)CC2C1=O (configuration not stated)	0%	i	0.1	6.9%	-10%	-12%	4%	1%	8%	0.9	42
O=C(COC(=O)CCOc1ccccc1)Nc1ncc(Cl)cc1Cl	-6%	i	0.4	1.5%	2%	-2%	3%	4%	5%	-0.1	52
CCS(=O)(=O)Nc1ccc(-c2nnc(SCC(=O)OC)o2)cc1	8%	i	0.8	0.1%	-6%	6%	1%	-1%	9%	0.9	41
N#CCCN(CCC#N)c1nnc(-c2ccccc2)s1	3%	i	7.4	4.6%	-13%	-2%	-8%	-4%	8%	-2.2	56
CCCCCCCC[n+]1cccc2c3ccccc3ccc21	14%	?	.	0.0%	-10%	0%	-18%	-11%	15%	17	40
O=c1c2ccccc2nc(SCc2ccccc2)n1CC1CCCO1 (configuration not stated)	7%	i	0.6	0.6%	3%	1%	-3%	-3%	11%	25	60
CN(C)C(=O)c1nnsc1Sc1ccc(Cl)cc1	-2%	i	0.1	-1.5%	-3%	-3%	3%	-4%	4%	-0.4	36
CN(CCCN1CCOCC1)Cc1cn(C)nc1-c1ccccc1F	-1%	i	0.3	-1.4%	-10%	-12%	-4%	-2%	6%	-1.6	61
O=C(CN1CCN(c2ccccc2F)CC1)N1N=CCC1c1ccccc1 (configuration not stated)	10%	i	1.7	4.0%	-5%	9%	-3%	4%	-2%	-1.2	83
CN(C)C(=O)c1cn(-c2ccccc2)nc1-c1cccs1	12%	i	0.8	2.2%	0%	0%	-3%	0%	6%	2.4	84
O=C(CSc1nc(C2CCCCC2)nc2ccccc12)NCc1ccc2c(c1)OCO2	0%	i	0.4	-0.1%	-2%	-6%	11%	3%	12%	6.5	92
CCN(CC)c1ccc(-c2nnc(SCC(=O)Nc3ccccc3C#N)n2-c2ccccc2)cc1	11%	i	1.5	-1.5%	8%	1%	-15%	6%	12%	1.8	38
Cc1cc(C)n(C(=O)c2ccc([N+](=O)[O-])cc2[N+](=O)[O-])n1	16%	i	0.4	0.9%	-6%	26%	3%	5%	-6%	2.9	78
CN(C)c1ccc(CNn2cnnc2SCc2ccc(F)cc2)cc1	3%	i	6.5	-0.8%	1%	11%	8%	1%	0%	3.2	86
COCCNc1nc(-c2cc3ccccc3o2)cs1	8%	i	0.2	-0.4%	-8%	-2%	-2%	-2%	9%	0.2	61
Cc1ccccc1OCc1nc2ccccc2c(=O)n1/N=C/c1cn[nH]c1-c1ccc(Br)cc1	6%	i	0.6	-3.4%	-4%	19%	12%	-1%	3%	24	52
CN(C1CCS(=O)(=O)C1)S(=O)C12CC3CC(CC(C3)C1)C2 (configuration not stated)	-12%	i	1.1	0.5%	-4%	-5%	-5%	0%	-1%	-0.3	42
CN1CCN(C2=Nc3cc(F)ccc3Cc3ccccc32)CC1	15%	.	.	-1.3%	2%	6%&-4%	-2%	0%	.	1.4	48
CCC(Oc1ccc(C)cc1)C(=O)Nc1ccc(S(=O)(=O)Nc2nccs2)cc1 (configuration not stated)	-1%	i	2.0	2.9%	-8%	3%	4%	-2%	4%	0.8	39
O=C(COC(=O)c1cc(-c2ccco2)nc2ccccc12)NCc1ccc2c(c1)OCO2	2%	i	1.6	35%	3%	-2%	-4%	16%	9%	-0.8	29
CC(C)C(C)(C#N)NC(=O)CN1C(=O)NC2(CCCc3ccccc32)C1=O (configuration not stated)	-4%	i	0.5	-1.0%	-5%	-5%	-28%	8%	7%	1.3	94
O=S1(=O)N=CN(Cc2cccc(F)c2)c2ccccc21	6%	i	0.7	28%	-4%	-7%	-3%	5%	7%	-1.2	67
CCCCC(=O)Nc1cccc(-c2csc(-c3ccccc3)n2)c1	15%	i	0.7	-1.1%	-4%	10%	-5%	-2%	-5%	3.2	82
CC(C)CCNC(=O)c1c[nH]c2ccc(S(=O)(=O)N3CCOCC3)cc2c1=O	-2%	i	1.0	-0.2%	-5%	2%	-20%	-4%	10%	0.4	52
CC(=O)Nc1ccc(S(=O)(=O)NCC(=O)NNC(=O)COc2ccccc2Cl)cc1	.	i	0.9	.	.	0%	.	.	4%	1.0	61
CCC(=O)N1CCc2cc(S(=O)(=O)NCCC(=O)NC3CCCc4ccccc43)ccc21 (configuration not stated)	7%	i	1.0	0.5%	-4%	-9%	7%	-2%	0%	-2.1	105
O=C(O)C(Oc1ccc2c(c1)oc(=O)c1ccccc12)c1ccccc1 (configuration not stated)	12%	i	0.2	7.9%	-7%	7%	-7%	-2%	13%	1.4	55
CN(C)S(=O)(=O)c1ccc(Cl)c(-c2nnc3n2CCCCC3)c1	-1%	i	0.1	1.0%	-12%	-4%	-4%	2%	1%	2.4	26

Sorted by the number under SIAH1 antagonists (high to low): three from the list above
| Compound | Myeloid diff MLP GFP+ MAC1+ % | HIV peptide binding | LYP inhibition | PhoP inhibition | GPR35 antagonists | SIAH1 antagonists | Rac1 GTP hydrolysis |
| --- | --- | --- | --- | --- | --- | --- | --- |
| CN(C)S(=O)(=O)c1ccc(Cl)c(-c2nnc3n2CCCCC3)c1 | 0.1 | 1.0% | -12% | -4% | -4% | 2% | 1% |
| CCC(=O)N1CCc2cc(S(=O)(=O)NCCC(=O)NC3CCCc4ccccc43)ccc21 (configuration not stated) | 1.0 | 0.5% | -4% | -9% | 7% | -2% | 0% |
| CC(C)CCNC(=O)c1c[nH]c2ccc(S(=O)(=O)N3CCOCC3)cc2c1=O | 1.0 | -0.2% | -5% | 2% | -20% | -4% | 10% |
